HT1080 IDH1KD tx: qHTS for induction of synthetic lethality in tumor cells producing 2HG: qHTS for the HT-1080-IDH1KD cell line; 2% of 360,000 active; Potency, µM (top dose mostly 46.1 µM), without a hit: at the top dose activity, negative = toxicity, most hits filed as cytotoxic; HT-1080 IDH1 knockdown viability, ATP luminescence, 48 h;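 further: potency means the concentration at half of the fitted maximal effect; 0% = DMSO wells and -100% = cell-free medium wells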
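CellTiter-Glo luminescence after 48 h compound exposure at 37 degrees C of IDH1-knockdown HT-1080 cells in 5% FBS RPMI. %Activity scaled between DMSO wells and cell-free media wells, with curves fitted and assigned curve classes.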
KB-V1 MDR tox: qHTS assay for MDR1-selective chemotherapeutics: Primary screen using the drug-selected MDR subline cells KB-V1. 3.4% of 400,000 active. KB-V1 MDR cells viability, CellTiter-Glo, 72 h. AID 1347076, 2019. Potency, µM (top dose mostly 46.1 µM), inactives show at the top dose activity change, negative = cytotoxicity, actives largely listed as cytotoxic; further: potency means the concentration at half of the fitted maximal effect; on the % scale 0 is the no-effect control and ±100 the full control effect; nearly all actives have a fitted effect of over 60% in size
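Following 72 h at 37 degrees C with compound, KB-V1 cell viability was read by CellTiter-Glo luminescence, medium being phenol-red-free DMEM plus 10% FBS; concentration-response parameters came from normalized, curve-fitted qHTS data.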
IL-1B inflam inh: qHTS for Inhibitors of Inflammasome Signaling: IL-1-beta AlphaLISA Primary Screen; THP-1 LPS/ATP IL-1B secretion, AlphaLISA, 16 h; active compounds read low; activity change, % at 57.5 µM; 4.7% of 360,000 active; in the data active means activity change below about -50%; inconclusive means mostly about -30% to -49%; further: on the % scale 0 is the no-effect control and ±100 the full control effect
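THP-1 cells pretreated 1 hr with compounds (up to 57.5 uM final), then stimulated with LPS (250 ng/mL final) plus ATP (1.25 mM final); secreted IL-1B measured by AlphaLISA after 16 hr, decreased signal indicating inhibition.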
MCF10A rereplic: A quantitative high throughput screen for small molecules that induce DNA re-replication in MCF 10a normal breast cells; Potency, µM (titrated, usually from 46.1 µM), inactives show top-dose activity, positive = re-replication, hits mostly activators; MCF 10A DNA re-replication, Hoechst nuclear intensity, 48 h; 2.9% of 350,000 active; further: potency means the concentration at half of the fitted maximal effect; % of control where 0% means no effect; nearly all actives have a fitted effect of over 50% in size
D3 ag: qHTS of D3 Dopamine Receptor Agonist: qHTS; D3R DiscoveRx beta-arrestin cells, luminescence, 90 min; max activation, %; 0.58% of 410,000 active; AID 652048, 2013; in the data active means max activation above about 30%; further: 0% is about no effect; mostly tested at two doses, the higher about 12 µM
Target sequence (P35462 whole entry, looked up): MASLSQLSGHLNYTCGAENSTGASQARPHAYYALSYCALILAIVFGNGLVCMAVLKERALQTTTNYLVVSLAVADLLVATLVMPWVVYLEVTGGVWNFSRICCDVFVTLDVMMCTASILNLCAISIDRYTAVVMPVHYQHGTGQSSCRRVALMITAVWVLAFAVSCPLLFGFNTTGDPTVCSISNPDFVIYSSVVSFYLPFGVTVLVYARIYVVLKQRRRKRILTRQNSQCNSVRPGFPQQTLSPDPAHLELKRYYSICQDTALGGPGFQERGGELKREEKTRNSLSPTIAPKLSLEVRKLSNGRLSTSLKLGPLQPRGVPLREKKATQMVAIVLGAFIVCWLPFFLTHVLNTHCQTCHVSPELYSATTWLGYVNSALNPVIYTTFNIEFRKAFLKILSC
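Agonist-mode cell screen: cells plated at 1500/well and incubated overnight at 37 °C, then exposed to library compounds for 90 min at 37 °C. Detection reagent was added for 30–60 min at room temperature, and luminescence was read.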
KB-3-1 cytotox: qHTS assay for MDR1-selective chemotherapeutics: Primary screen using the parental adenocarcinoma cell KB-3-1; KB-3-1 viability, CellTiter-Glo ATP luminescence, 72 h; Potency, µM (series often up to 46.1 µM), for inactives: top-dose activity change, negative = cytotoxic, usual class: cytotoxic; 1.4% of 400,000 active; AID 1347075, 2019; further: potency means the concentration at half of the fitted maximal effect; on the % scale 0 is the no-effect control and ±100 the full control effect; nearly all actives have a fitted effect of over 60% in size
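Viability of parental KB-3-1 cells, measured by CellTiter-Glo luminescence, followed a 72 h incubation at 37 °C with pinned compounds in phenol-red-free DMEM containing 10% FBS.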
HT1080NT lethal: qHTS for induction of synthetic lethality in tumor cells producing 2HG: qHTS for the HT-1080-NT fibrosarcoma cell line | Potency, µM (top dose mostly 46.1 µM), inactives show at the highest dose activity, negative = less viability, hits mostly cytotoxic | HT-1080-NT fibrosarcoma viability, CellTiter-Glo ATP luminescence, 48 h | AID 686970, 2013 | 1.6% of 360,000 active;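 further: NT is the 2HG producing partner of a matched IDH1 knockdown line; potency means the concentration at half of the fitted maximal effect; 0% = DMSO-treated cells and -100% = media-only wells without cells; nearly all actives have a fitted effect of over 55% in size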
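Read-out is CellTiter-Glo luminescence after 10 minutes at room temperature, following 48 hours' compound treatment of HT-1080-NT cells (750 cells/well, RPMI, 5% FBS, 37 degrees C).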
SW480 rereplic: A quantitative high throughput screen for small molecules that induce DNA re-replication in SW480 colon adenocarcinoma cells. SW480 DNA re-replication, Hoechst DNA content imaging, 48 h. 1.8% of 340,000 active. Potency, µM (titrated, usually from 46.1 µM), without a hit: top-dose re-replication activation, actives largely listed as activators; further: potency means the concentration at half of the fitted maximal effect; % of control where 0% means no effect; nearly all actives have a fitted effect of over 55% in size
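Quantitative HTS format with DMSO vehicle controls; 48 hr drug incubation at 37 C, then 40 min Hoechst staining and scanning imager measurement at 405 nm excitation.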
GLP1R cytotox: qHTS of GLP-1 Receptor Inverse Agonists: Cytotox Screen | HEK293 cAMP-luciferase reporter cells, luminescence, 24 h | Potency, µM (titrated, usually from 38.3 µM), for inactives: at the top dose activity change, negative = inhibition, hits mostly inhibitors | 0.13% of 410,000 active;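 further: loss of luciferase light is scored as toxicity; potency means the concentration at half of the fitted maximal effect; on the % scale 0 is the no-effect control and ±100 the full control effect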
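Luminescence readout: signal drop marks cytotoxicity. Plated cells grew 12 h at 37 °C, 5% CO2, received 23 nL compound for 24 h, then got luciferase reagent, read after 12 min at RT.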
* marks the source's active call; other numbers are inactive results; i = inactive; ? = inconclusive; . = not tested or not shown; & = joins results of further samples; [ ] = dose if it differs, or a comment. Unless noted, the call rests on the fitted dose curve; in most records, active means well fitted curve in the direction sought with a large enough effect; inconclusive means small, poorly fitted or top-dose-only effect, or another doubt; inactive means no such curve, though single readings can be large; an effect the other way counts as inactive or inconclusive.

SMILES	HT1080 IDH1KD tx	D3 ag	MCF10A rereplic	GLP1R cytotox	KB-V1 MDR tox	IL-1B inflam inh	SW480 rereplic	KB-3-1 cytotox	HT1080NT lethal
CCCCN1C(=O)C(CC(=O)NC(c2ccccc2)c2ccccc2)CC(C(=O)N(C(C)C)C(C)C)=C1C (stereo not drawn)	6.7%	-1.5	.	-12.2%	?	-29.0	.	8.0%	-3.1%
Cc1ccc(CNc2ccc3c(c2)ncn3C(C)(C)C)cc1	-21.6%	4.4	15.4%	-14.2%	?	-20.0	4.1%	-8.4%	-24.2%
CCOC(=O)NN1C(=O)c2ccccc2NC1c1ccccn1 (stereo not drawn)	1.3%	-2.9	-18.6%	-1.8%	?	6.1	-23.2%	30.3%	2.2%
O=S(=O)(c1cccc(Cl)c1)N1CCN(c2nc(-c3cccs3)nc3ccccc23)CC1	1.8%	.	.	.	0.0%	.	.	?	?
COc1cccc(CNC(=O)c2cnc3c(-c4ccc(F)cc4)c(C)nn3c2C)c1	.	-11.9	.	-2.8%	0.2%	.	.	-5.5%	.
Cc1cc(Br)ccc1NC(=O)c1cn(C2CCCC2)c(=O)c2c1c1ccccc1n2C	.	9.4	.	-3.8%	-0.1%	.	.	?	.
CCC(=O)N1CCN(c2ccccc2NC(=O)Cc2ccc(Cl)cc2)CC1	-28.0%	-4.3	-5.8%	-22.6%	-22.2%	0.0	-7.3%	-4.9%	-18.3%
COc1cc(OC)cc(-c2cc3ccc(OC)cc3cn2)c1	?	9.4	62.5%	7.1%	?	-3.6	14.6µM*	0.0%	?
CC(=O)c1ccc(NC(=S)NN2C(C)CCCC2C)cc1 (stereo not drawn)	0.3%	2.6	9.5%	2.0%	-13.4%	-4.9	3.6%	-9.0%	7.2%
CN(CC(=O)Nc1cccc(F)c1)C(=O)c1ccc(-c2ccc(Cl)cc2)o1	-22.6%	-8.1	?	13.1%	-12.3%	?	20.2%	2.1%	-14.9%
COc1ccc(N2CCN(C(=O)CC(C)S(=O)(=O)c3ccc4c(c3)NC(=O)CO4)CC2)cc1 (stereo not drawn)	-10.4%	8.7	1.5%	-7.6%	7.6%	0.0	0.8%	-16.9%	-20.2%
CCOc1ccc(N2C(=O)Nc3ccccc3C2(O)C(=O)NCc2ccc(OC)cc2)cc1 (stereo not drawn)	16.7%	-0.7	-2.3%	9.6%[7.66 µM]	5.7%	-1.5	1.1%	4.2%	?
CCOC(=O)c1ccc(C(=S)N2CCCC2)cc1	14.6%	7.2	8.3%	1.3%	16.9%	11.4	6.0%	-4.3%	-0.1%
Cc1cccc(S(=O)(=O)Nc2ccc(-c3ccc4nncn4n3)cc2)c1	-2.6%	3.2	-0.7%	14.7%	0.2%	13.5	-2.8%	0.0%	-12.9%
CCCCC1=NN(C(=O)c2ccco2)C(O)(C(F)(F)F)C1 (stereo not drawn)	?	17.3	?	?	-39.1%	41.8	?	?	-25.4%

The listing continues.
SMILES	HT1080 IDH1KD tx	D3 ag	MCF10A rereplic	GLP1R cytotox	KB-V1 MDR tox	IL-1B inflam inh	SW480 rereplic	KB-3-1 cytotox	HT1080NT lethal
C=CCn1c2ccccc2c2nnc(SCC(N)=O)nc21	-11.5%	7.2	0.4%	0.0%	-11.2%	4.1	-17.6%	-0.7%	-5.8%
CC(C)(C)N1C(=O)c2ccc(C(=O)Nc3ccc(O)cc3)cc2C1=O	?	-3.3	?	-30.6%	8.2µM*	?	?	?	?
COc1ccc(-c2nnc(SCCC(=O)O)n2C)cc1OC	18.8%	1.6	-6.9%	-0.9%	?	-18.7	1.0%	15.7%	18.6%
CCN1CCN(c2ccc(NC(=O)c3ccc(Cl)c(N4CCCC4=O)c3)cc2)CC1	-0.6%	3.6	28.9%	-0.3%	15.4%	2.2	-2.3%	10.4%	18.0%
O=C(Cn1ncc2c(=O)oc3ccccc3c21)N1CCN(c2ccccn2)CC1	?	1.5	7.7%	?	7.3%	21.5	-3.8%	-5.6%	?
CCCCNc1nc(Oc2ccc(=O)n(-c3ccccc3)n2)nc(N(C)C)n1	.	9.6	.	-1.0%	3.1%	.	.	4.1%	.
CCCNC(=O)Nc1cc(C)on1	0.0%	-2.4	0.3%	65.6%[activator]	14.9%	7.6	-3.3%	8.0%	1.4%
Cc1ccc(CNC(=O)CN(C)S(=O)(=O)c2cccc3nsnc23)cc1	9.4%	0.6	-4.0%	5.3%	-5.9%	7.9	-5.7%	4.8%	-2.3%
NC(=O)C1(Nc2ccc(Br)cc2)CCCC1	-0.8%	-2.0	-29.6%	-4.6%	28.3%	-2.3	-6.6%	2.2%	-10.1%
CCCc1cc(=O)[nH]c(SCC(=O)NC2CCCCC2)n1	-7.5%	14.1	0.7%	9.2%	-14.6%	34.4	0.1%	-0.3%	-1.6%
CC1(C(=O)Nc2ccc3c(c2)OCCO3)CN(S(C)(=O)=O)CC(=O)N1Cc1ccco1 (stereo not drawn)	1.8%	2.9	.	17.1%	-6.0%	-9.8	.	6.5%	3.1%
O=C(N/N=C/c1cccc([N+](=O)[O-])c1)c1cc(-c2ccc3c(c2)OCO3)n[nH]1	-3.0%	-5.4	11.6µM*	?	16.7%	2.5	-121.9%[inhibitor]	-0.1%	2.3%
COc1ccc(NC(=O)CCn2cccc2)c(OC)c1	4.1%	-4.5	0.9%	0.0%	-10.0%	-6.0	0.6%	-15.1%	-1.6%
CCc1ccccc1NC(=O)c1cc(-c2ccc(OC)cc2)on1	0.1%	1.3&-22.8	8.2%	3.1%&-14.7%	?	12.2	6.0%	1.1%&5.7%	10.0%
CCOc1ccc(CNS(=O)(=O)c2ccc(-c3coc(C)n3)cc2)cc1OC	.	-4.7	.	-13.7%	23.1µM*	.	.	?	.

Quoted from the listing:
KB-V1 MDR tox with CCOc1ccc(CNS(=O)(=O)c2ccc(-c3coc(C)n3)cc2)cc1OC = 23.1µM*
KB-V1 MDR tox with O=C(N/N=C/c1cccc([N+](=O)[O-])c1)c1cc(-c2ccc3c(c2)OCO3)n[nH]1 = 16.7%

The results go on.
SMILES	HT1080 IDH1KD tx	D3 ag	MCF10A rereplic	GLP1R cytotox	KB-V1 MDR tox	IL-1B inflam inh	SW480 rereplic	KB-3-1 cytotox	HT1080NT lethal
CCOC(=O)C1CCN(C(=S)Nc2ccc(S(N)(=O)=O)cc2)CC1	-5.7%	1.8	-0.1%	13.5%	19.9%	11.0	-2.2%	2.1%	-0.8%
CCN(CC)S(=O)(=O)c1cccc(C(=O)N/N=C/c2cccc(O)c2O)c1	?	2.1	1.0%	-5.7%	-21.6%	0.0	?	-23.1%	?
CCN1CCN(C(CNS(=O)(=O)c2ccc(Br)cc2)c2cccnc2)CC1 (stereo not drawn)	6.8%	1.5	12.1%	13.0%	1.5%	i	-4.7%	-10.3%	3.6%
O=C(NCCN1CCOCC1)C(Sc1ccccc1)c1ccccc1 (stereo not drawn)	3.6%	-24.8	-5.1%	-5.5%	-15.5%	10.4	-11.0%	-0.4%	12.4%
NS(=O)(=O)c1ccc(NC(=O)Nc2ccc(S(N)(=O)=O)cc2)cc1	1.0%	-10.6	24.0%	12.2%	?	-2.6	-26.8%	?	0.8%
c1ccc(CNc2c3c(nc4ncnn24)CCC3)cc1	-14.5%	-6.1	?	-0.1%	?	-2.6	-1.7%	?	10.9%
CN(Cc1nccn1C)C(=O)C1CCC(=O)N(CCc2ccc(Cl)cc2)C1 (stereo not drawn)	12.3%	2.6	1.1%	-0.9%	-0.6%	-0.8	2.7%	-7.4%	13.3%
Cc1ccc(-n2nc3c(c2NC(=O)c2cccs2)CS(=O)(=O)C3)c(C)c1	5.2%	-0.9	2.5%	8.1%	-8.7%	4.3	-6.0%	2.8%	-0.4%
COc1ccc(N(CCC#N)S(=O)(=O)c2cccc3nsnc23)cc1	13.2%	-7.6	-27.2%	-3.8%	1.5%	-2.8	2.1%	-4.0%	8.4%
CCc1nnc(NC(=O)c2nc3nc(C)cc(C)n3n2)s1	-6.8%	-3.1	-3.0%	13.5%	-8.3%	-3.7	-7.1%	2.6%	0.4%
C#CCOCCOCCOCCNc1nc(N2CCN(C(=O)[C@H]([C@@H](C)CC)n3cc(CCCCN)nn3)CC2)nc(N2CCN(C(=O)[C@H](CCCCN)n3cc(CC(C)O)nn3)CC2)n1 (stereo partly drawn)	0.2%	-5.0	-59.1%[inhibitor]	3.7%	-6.6%	22.8	?	0.0%	8.3%
CNC(=O)CCN(Cc1ccco1)S(=O)(=O)c1ccc(OC)c(OC)c1	10.7%	-1.5	-0.2%	-6.8%	?	0.4	-10.8%	14.7%	12.5%
CCOC(=O)C1CCN(C(=O)Cc2c(C(=O)O)n(CC)c3ccccc23)CC1	-5.6%	-19.3	-0.1%	?	5.9%	0.0	0.0%	-9.5%	0.3%
COc1ccccc1N1CCN(S(=O)(=O)CCNC(=O)c2ccc(OC(C)C)cc2)CC1	-8.7%	-3.2	10.6%	-15.4%	-8.9%	16.6	-2.9%	-4.6%	0.6%
